From PubChem BioAssay
RXFP1 agonist: activates the human relaxin receptor RXFP1 | Q9HBX9 | HEK293T-RXFP1 cAMP TR-FRET, 30 min; response scale: percent of porcine relaxin response, buffer zero | Potency, µM (top dose mostly 57.5 µM), for inactives: at the top dose activation, usual class: activators | hit rate 0.3% among 370,000 | AID 2676; further: potency means the concentration at half of the fitted maximal effect; on the % scale 0 is the no-effect control and ±100 the full control effect; nearly all actives have a fitted effect of over 60% in size; many of its hits are not listed in these tables
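HEK293 cells stably expressing RXFP1, treated 30 min at 37C with compounds plus PDE4 inhibitor Ro 20174; cAMP measured by HTRF TR-FRET. Normalized to buffer and 29 nM porcine relaxin; EC50 by Hill fit.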
Vif-APOBEC3G blk: blocks the Vif interaction with human APOBEC3G | Q9HC16 | Potency, µM (series often up to 46.1 µM), for inactives: at the top dose activity, negative = active, most hits filed as inhibitors | hit rate 0.076% among 410,000 | HeLa A3G-eYFP + Vif (tagged APOBEC3G with the HIV-1 protein that degrades it), YFP fluorescence, overnight;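 further: potency means the concentration at half of the fitted maximal effect; on the % scale 0 is the no-effect control and ±100 the full control effect; nearly all actives have a fitted effect of over 60% in size; hits raise eYFP signal because A3G escapes Vif-driven loss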
Target sequence (Q9HC16 whole entry, looked up): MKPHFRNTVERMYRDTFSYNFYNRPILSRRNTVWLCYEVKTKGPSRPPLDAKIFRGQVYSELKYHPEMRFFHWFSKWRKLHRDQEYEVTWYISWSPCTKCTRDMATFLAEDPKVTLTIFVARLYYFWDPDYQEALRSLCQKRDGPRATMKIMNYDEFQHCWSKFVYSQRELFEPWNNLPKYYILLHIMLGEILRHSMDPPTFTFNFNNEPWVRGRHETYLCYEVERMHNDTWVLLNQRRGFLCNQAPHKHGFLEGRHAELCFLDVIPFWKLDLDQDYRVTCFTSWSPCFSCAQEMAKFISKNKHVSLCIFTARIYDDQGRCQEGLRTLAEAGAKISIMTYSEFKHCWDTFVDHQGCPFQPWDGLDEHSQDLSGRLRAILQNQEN
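Read-out is eYFP fluorescence (Ex 488/Em 500-530) from Vif-expressing HeLa A3G-eYFP cells; more signal means A3G escaped Vif-mediated degradation. Cells plated overnight, compound pinned in, incubated overnight at 37 deg C.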
Glioma ERSR ind: ER stress response induction in glioma; hit rate 0.02% among 420,000; U87-MG GRP78 promoter luciferase reporter, 16 h; Potency, µM, without a hit: at the highest dose activation, hits mostly activators; further: potency means the concentration at half of the fitted maximal effect; series mostly up to about 76 µM; % of control where 0% means no effect; nearly all actives have a fitted effect of over 35% in size
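Stably transfected U87-MG glioma cells carrying a GRP78-based luciferase sensor; 16 h compound incubation. Luminescence end-point read 10 min after Bright-Glo addition at room temperature.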
Vif-A3F inh: inhibitors of Vif-A3F interaction; Potency, µM (top dose mostly 46.1 µM), inactives show top-dose activity, negative = active; HeLa A3F-eYFP + Vif (tagged APOBEC3F with the HIV-1 protein that degrades it), YFP fluorescence increase; AID 602313; hit rate 0.2% among 390,000; further: potency means the concentration at half of the fitted maximal effect; % of control where 0% means no effect; nearly all actives have a fitted effect of over 65% in size
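Fluorescence increase (Ex 488/Em 500-530) after overnight compound treatment at 37 deg C flags inhibition of Vif-driven A3F-eYFP loss in stable HeLa A3F-eYFP/Vif cells seeded overnight beforehand.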
TrxR1 substrate: is turned over as a substrate by rat TrxR1 | O89049 | purified TrxR1 substrate turnover, NADPH consumption readout | Potency, µM (highest dose often 114 µM), without a hit: at the top dose activity change, negative = substrate turnover | hit rate 0.01% among 390,000 | AID 588456; further: potency means the concentration at half of the fitted maximal effect; on the % scale 0 is the no-effect control and ±100 the full control effect; nearly all actives have a fitted effect of over 50% in size
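Rat TrxR1, dispensed at 90 nM, was prereduced with 400 uM NADPH (final) for 5 min at ~22 deg C, then incubated with compound 15 min before 400 uM selenite. A first-read NADPH fluorescence drop versus no-compound background flagged substrates.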
USP1 inh: inhibitors of human USP1/UAF1 deubiquitinase; recombinant USP1/UAF1, Ub-Rhodamine cleavage fluorescence; Potency, µM (series often up to 57.1 µM), without a hit: at the top dose activity change, negative = inhibition, hits mostly inhibitors; hit rate 0.23% among 390,000; AID 743255; further: potency means the concentration at half of the fitted maximal effect; on the % scale 0 is the no-effect control and ±100 the full control effect; nearly all actives have a fitted effect of over 60% in size; inactives centre near -12
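High-throughput fluorogenic screen: 1nM USP1/UAF1 complex, Ub-Rho substrate 150nM final, 50mM HEPES pH 7.8 with 0.5mM EDTA, 0.1 mg/ml BSA, 1mM TCEP and 0.01% Tween-20.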
LDHA inh: blocks human lactate dehydrogenase A | purified LDHA, NADH/diaphorase-resazurin fluorescence; hits give low values | hit rate 0.15% among 480,000 | P00338 | activity change, % (values are at about 110 or 230 µM); in the data active means activity change below about -30%; inconclusive means mostly about -25% to -30%;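 further: plate controls were DMSO wells for no effect and wells without enzyme for full effect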
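LDH5 2 nM; NADH 0.06 mM, pyruvate 0.2 mM; 200 mM Tris pH 7.4, EDTA, Tween-20; 5 min RT. Detection: diaphorase 0.133 mg/mL + resazurin 37 µM, fluorescence ex540/em590 at 0 and 20 min; normalized to enzyme-free and DMSO wells.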
PI4K2A block: inhibitors of human PI4K2A. Q9BTU6. purified PI4K2A, ADP-Glo luminescence, 1 h; hits give low values. activity change, negative = inhibition, % at 76.9 µM. hit rate 0.13% among 420,000; in the data active means activity change below about -50%; inconclusive means mostly about -30% to -49%;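 further: -100% = wells without enzyme as full effect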
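PI4K2A activity was measured by ADP-Glo luminescence: enzyme (4 ug/mL stock) and phosphatidylinositol (1.2 mM stock) in Tris pH 7.5/MgCl2/EGTA/Triton X-100 buffer were reacted with ATP (300 microM stock) for one hour at ambient temperature.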
mIDH1 inhibitor: inhibitors of human mutant IDH1 R132H; IDH1-R132H enzyme, NADPH consumption, diaphorase/resazurin fluorescence; Potency, µM (titrated, usually from 76.6 µM), inactives show at the top dose activity change, negative = inhibition, actives largely listed as inhibitors; hit rate 0.093% among 390,000; O75874; further: potency means the concentration at half of the fitted maximal effect; on the % scale 0 is the no-effect control and ±100 the full control effect; nearly all actives have a fitted effect of over 65% in size
Target sequence (O75874 whole entry R132H, stated change not applied): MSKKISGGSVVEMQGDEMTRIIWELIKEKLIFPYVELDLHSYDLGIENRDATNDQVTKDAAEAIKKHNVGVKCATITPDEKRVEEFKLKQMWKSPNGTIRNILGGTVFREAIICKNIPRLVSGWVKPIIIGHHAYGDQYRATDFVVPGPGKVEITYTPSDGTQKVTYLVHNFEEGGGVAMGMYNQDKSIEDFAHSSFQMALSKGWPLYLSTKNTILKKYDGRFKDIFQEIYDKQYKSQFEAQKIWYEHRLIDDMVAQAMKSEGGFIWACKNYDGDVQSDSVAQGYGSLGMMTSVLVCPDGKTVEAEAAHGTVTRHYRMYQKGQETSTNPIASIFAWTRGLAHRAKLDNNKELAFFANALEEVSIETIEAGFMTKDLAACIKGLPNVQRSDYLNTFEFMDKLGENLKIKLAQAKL
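IDH1-R132H (0.5 ug/mL) preincubated 30 min with compound, then NADPH (0.016 mM) and alpha-KG (2 mM) added; 80 min at RT, pH 7.5. Remaining NADPH coupled via diaphorase/resazurin to fluorescence (540/590 nm); concentration-response curves normalized to no-enzyme control.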
The depositor's hits bear a star; ? = inconclusive; · = not tested or not shown; [ ] = another dose, or the depositor's remark. Unless noted, the call rests on the fitted dose curve; in most records, active means well fitted curve in the direction sought with a large enough effect; inconclusive means small, poorly fitted or top-dose-only effect, or another doubt; inactive means no such curve, though single readings can be large; an effect the other way counts as inactive or inconclusive.

Under each structure: RXFP1 agonist	mIDH1 inhibitor	LDHA inh	Vif-APOBEC3G blk	Glioma ERSR ind	Vif-A3F inh	TrxR1 substrate	PI4K2A block	USP1 inh
O=C(CSc1ncnc2nc[nH]c12)c1ccc2ccccc2c1
    2.8%	-1.4%	-4.0	-3.8%	6.1%	-1.1%	14.7%	-18.4	-19.5%
COCCOC(=O)c1c(C)oc2ccc(OC(=O)c3ccco3)cc12
    2.4%	-1.2%	-9.4	-7.7%	-0.6%	-10.1%	-3.5%	8.9	-2.5%
CCOC(=O)c1c(C)n(C)c2ccc(OCC(O)CNC(CC)CO)cc12 (stereo not drawn)
    1.9%	5.7%	4.1	0.4%	-4.0%	7.4%	7.3%[57.1 µM]	2.1	-23.2%
Cc1ccc(C(=O)OCC(=O)Nc2ncc(Cl)cc2Cl)cc1NC(=O)c1ccco1
    2.8%	5.6%	2.5	1.3%	-1.1%	4.0%	6.2%[57.1 µM]	-10.6	-20.3%
CC1(C)C2CCC(C2)C1(C)NC(=O)CN1CCOCC1 (stereo not drawn)
    -0.4%	4.3%	-17.5	-0.6%	-3.6%	-9.2%	8.4%[57.1 µM]	-5.9	-20.4%
Cc1cccc(NC(=O)CN2C(=O)CCn3nc(-c4cccn4C)cc32)c1C
    1.5%	-19.2%	0.3	-3.5%	-1.2%	3.1%	3.7%[57.1 µM]	1.2	-21.1%
O=C(CCNC(=O)c1ccc(Br)cc1)NCc1ccncc1
    0.2%	-1.3%	-10.5	-1.1%	-4.0%	-13.3%	1.5%	4.9	-8.1%
COc1cccc(C2Nc3ccccc3C(=O)N2c2ccc(F)cc2)c1O (stereo not drawn)
    3.1%	0.0%	-2.2	-19.7%	4.5%	-0.1%	29.2%	3.1	-15.1%
CCC1(c2ccccc2)NC(=O)N(CC(=O)Nc2ccccc2C(=O)NC2CCCC2)C1=O (stereo not drawn)
    0.1%	-2.0%	-6.8	0.4%	-3.2%	3.2%	-3.8%	3.0	-12.0%
COc1cc(OC)cc(C(=O)Nn2cc(C(=O)N3CCN(C)CC3)c3ccccc3c2=O)c1
    0.1%	1.5%	-8.1	-0.6%	-0.9%	-2.9%	12.1%[57.1 µM]	-0.2	-14.5%
CCCOP(=O)(OCCC)c1nc(-c2ccccc2)oc1NCc1ccccc1
    -1.1%	14.4%	4.7	-17.4%	-1.5%	3.9%	11.4%[57.1 µM]	-0.6	-16.1%
CC(=O)N1c2ccccc2C(CBr)=CC1(C)C
    -0.1%	5.1%	0.3	0.0%	-4.5%	-40.7%	9.7%	0.3	-11.9%
O=C(c1cccc(C(F)(F)F)c1)N1CCOc2ccccc21
    -3.3%	2.4%	0.0	0.3%	-3.6%	3.0%	4.3%	-4.2	-29.0%
CN(C)CCCNc1nc2cc(-c3ccccc3CO)sc2c(=O)n1C
    ·	·	-4.7	-1.2%	-3.9%	·	·	-3.1	·
CCOC(=O)CSc1nc(C(C)C)nc2ccccc12
    ?	0.4%	-1.4	-1.9%	-5.4%	-8.8%	-4.4%	8.7	-9.4%
Nc1cc(=O)[nH]c(SCC(=O)Nc2cccc(Cl)c2)n1
    -2.2%	0.9%	0.0	-1.1%	-0.9%	-5.1%	0.3%	5.9	-14.0%
CCOc1cccc(OCCOCCn2cnc3ccccc3c2=O)c1
    0.6%	-4.9%	0.7	0.7%	0.9%	-3.7%	-7.6%	-2.4	1.3%
CCOC(=O)C(NCc1ccccc1)(NC(=O)c1ccccc1)C(F)(F)F (stereo not drawn)
    0.8%	8.2%	-3.9	-0.8%	-3.8%	-15.6%	-7.9%	6.9	-9.1%
COc1cc(C(=O)OCC(=O)NCCC2=CCCCC2)cc(OC)c1OC
    2.0%	4.6%	-1.8	1.6%	-4.9%	7.8%	-14.2%	-2.0	-10.7%
O=C(Nc1nnc(-c2ccccc2)s1)c1cccc(S(=O)(=O)N2CCOCC2)c1
    1.1%	4.2%	2.5	1.3%	-2.3%	1.4%	-16.4%	0.9	-5.7%
C/C(=N\NC(=O)c1ccc(Br)cc1)c1cccnc1
    1.3%	9.4%	-4.0	-5.7%	5.1%	-3.7%	-3.6%	1.0	-13.9%
COc1ccc(Cl)cc1C(=O)NCC(=O)OCc1ccccc1
    0.7%	4.9%	-6.0	0.8%	-2.9%	2.7%	3.4%[57.1 µM]	1.4	-16.7%
O=C(CCCN1C(=O)c2cccc3cccc(c23)C1=O)N1CCN(c2ccccn2)CC1
    0.3%	-1.5%	4.6	-3.7%	-4.7%	-3.7%	4.4%	-0.3	-17.9%
COc1ccc(S(=O)(=O)N2CCN(c3ncccn3)CC2)cc1
    ·	0.1%	-3.2	3.0%	-2.4%	-2.0%	5.6%	5.7	-13.2%
Cc1ccc(-c2nc(S(=O)(=O)c3ccc(C)cc3)c(N3CCN(c4ccccc4)CC3)o2)cc1
    12.6%	21.4%	0.1	2.7%	-2.1%	2.2%	8.7%	1.0	-20.2%
Cn1c2c(c(=O)n(C)c1=O)CN(Cc1ccccc1)CN2
    ·	·	-1.7	-0.2%	-1.4%	·	·	-7.5	·
Cc1ccc([C@@H]2CC=C(C(=O)O)[C@H](c3ccc(Cl)cc3)N2S(=O)(=O)c2ccccc2C)cc1
    ·	-9.3%	-4.5	-4.5%	5.3%	-20.0%	-4.1%	-3.4	-6.3%
CC(NC(=O)C(=O)N/N=C\c1ccc([N+](=O)[O-])cc1)c1ccccc1 (stereo not drawn)
    0.5%	1.3%	-3.1	-2.8%	-4.5%	6.2%	6.1%[57.1 µM]	-20.4	-15.0%
CCOc1ccc(NC(=O)COc2ccc(C(=O)NCC3CCCO3)cc2OC)cc1 (stereo not drawn)
    -1.0%	5.3%	-3.2	-0.1%	-1.1%	-25.2%	-1.1%	-0.3	-21.3%
CC(=O)c1cc(C#N)c(SCC(=O)OC(C)(C)C)nc1C
    -0.5%	6.5%	0.6	-3.1%	-1.3%	-11.7%	-8.8%[57.1 µM]	5.3	-15.9%

Following part:
Under each structure: RXFP1 agonist	mIDH1 inhibitor	LDHA inh	Vif-APOBEC3G blk	Glioma ERSR ind	Vif-A3F inh	TrxR1 substrate	PI4K2A block	USP1 inh
COc1ccc(C(CNC(=O)CCNC(=O)c2ccccc2Cl)N2CCCC2)cc1 (stereo not drawn)
    1.9%	7.8%	-5.0	1.5%	-7.1%	0.0%	-1.0%	6.4	-0.9%
COC(=O)C(C)n1nc(C)n(-c2ccc(C)cc2)c1=O (stereo not drawn)
    0.4%	9.2%	-7.5	0.5%	-2.2%	1.1%	1.8%[57.1 µM]	4.2	-17.5%
COC(=O)/C(=C/c1cccc([N+](=O)[O-])c1)NC(=O)c1ccc(OC)cc1
    0.1%	1.9%	-1.7	-5.9%	1.1%	4.5%	2.5%	4.5	-13.2%
O=c1c2[nH]cnc2n(-c2ccccc2)c(=O)n1Cc1ccccc1
    2.9%	-18.2%	-3.5	-12.7%	-0.7%	-5.9%	-4.7%	-1.3	-7.9%
CC(C)(CC(=O)O)CC(=O)O
    -0.1%	-9.8%	-9.2	-1.6%	-1.1%	0.7%	2.0%[57.1 µM]	1.9	-23.4%
Cc1cc2ccccc2n2c(SCC(=O)Nc3cccc(C(F)(F)F)c3)nnc12
    -2.2%	·	-8.0	·	·	·	-3.2%	0.5	?
O=C(Nc1cccc(-c2ccc(N3CCOCC3)nn2)c1)c1ccccc1Cl
    -0.3%	0.5%	-2.1	0.0%	-0.3%	5.4%	-3.1%	-2.4	-23.6%
CC(=O)NS(=O)(=O)c1ccc(NC(=O)CSc2ccccc2)cc1
    11.5%	-6.5%	-1.2	3.4%	-2.7%	-2.1%	7.8%	0.8	-23.9%
CCN(CC(=O)NC1CCCCCC1)S(=O)(=O)c1ccccc1
    0.7%	0.6%	0.1	-1.5%	-2.1%	-5.4%	-4.7%	7.5	-10.9%
Cn1c(=O)c2c(nc(NN=C3CCCCC3)n2C)n(C)c1=O
    16.2%	9.6%	2.5	-0.8%	-1.0%	8.2%	-14.6%[57.1 µM]	-7.5	-24.0%
CC(=O)C1=C(O)C(=O)N(C)C1c1ccccc1F (stereo not drawn)
    4.0%	10.0%	-7.2	2.6%	-3.6%	-0.3%	-9.3%	-14.7	-16.1%
CCCCN(C(=O)NCCCCCCNC(=O)N(CCCC)C1CCS(=O)(=O)C1)C1CCS(=O)(=O)C1 (stereo not drawn)
    0.5%	0.0%	-1.3	-0.1%	-3.0%	-4.5%	-6.3%	-0.1	-5.1%
CCOC(=O)CNC(=O)N1CCc2ccc(NC(=O)c3ccccc3Cl)cc2C1
    0.3%	9.9%	-0.4	-10.6%	-2.6%	-2.0%	1.3%	2.6	-16.4%
COC(=O)c1c(-c2ccc(C)cc2)csc1NC(=O)C1CC=CCC1C(=O)O (stereo not drawn)
    1.2%	3.1%	-5.6	0.1%	2.7%	1.2%	-4.5%	-3.2	-10.5%
CCN(CC)c1ccc(S(=O)(=O)N2CCOCC2)cc1NC(=O)CSC(=S)N1CCCC1
    -0.2%	0.0%	0.6	2.3%	0.1%	-1.5%	-3.2%	-2.0	-19.2%

The list is partial, so the mix of outcomes need not match the whole.
